# High-throughput results: PubChem BioAssay, several laboratories
# OPRM1-OPRD1 ag: agonists of human mu-delta opioid receptor heterodimerization. 340,000 compounds, 0.3% hits. P35372+P41143. cells, OPRM1-OPRD1 heterodimerization, luminescence. activation, % at 9.3 µM; in the data active = activation above about 18%;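 note: 0% = vehicle-treated cells and 100% = reference agonist; values of inactives mirror those of a sister screen read the other way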
# AddAB inh: less growth of phage-infected E. coli with AddAB; E. coli expressing H. pylori AddAB, absorbance growth; inhibition, % at 11.9 µM; 330,000 compounds, 0.29% hits; AID 435030; in the data active = inhibition above about 12%;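 note: 0% = vehicle wells of infected cells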
# phage Ecoli inh: E. coli growth loss with phage present | growth absorbance | inhibition, % at 11.9 µM | 360,000 compounds, 0.26% hits; in the data active = inhibition above about 11%
# Mot1-301 SUMO: inhibitors of SUMOylation pathway: yeast Mot1-301 growth rescue; 320,000 compounds, 1% hits; S. cerevisiae Mot1-301 growth rescue, ATP luminescence, 38.5C; percent above DMSO median, 100 means doubled; AID 2716; growth rescue, % at 18.8 µM;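 active = every valid replicate shows activation above 250% relative to neutral control wells; inactive = the rest, any valid replicate at or below 250%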;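 note: OY570 slx delta 5 strain wells were the positive control but not used for scaling; some compounds called inactive have numbers as strong as hits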
# Arrestin-AP2 inh: inhibitors of human beta-arrestin and AP2 interaction; 340,000 compounds, 0.31% hits; FITC-arrestin peptide / GST-AP2 beads, flow cytometry; AP2 beta2 appendage carries R879A mutation; AID 504490; inhibition, % at 10 µM;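 active = inhibition above a set limit, near 3 SD of compounds lacking own fluorescence, cut at about 54% in these data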;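 note: plate controls were DMSO wells for no effect and 5 µM unlabelled arrestin peptide for full effect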
#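 Measured by: flow cytometry, FL1 (488/535 nm); Material: AP2 appendage R879A on GSH beads; Evaluation: percent response; Timing: pre-incubation 12 min, peptide binding 1 h, room temperature; Also added: 50 nM FITC-arrestin peptide; Medium: PBS with 0.05% Tween 20 and 0.1% BSA.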
# OPRM1-OPRD1 inv: inverse agonist of human OPRM1-OPRD1 heterodimerization; 340,000 compounds, 0.21% hits; cell-based MOR-DOR heterodimer luminescence, inverse agonism; AID 504357; inhibition, % at 9.3 µM; in the data active = inhibition above about 22%, passing the limit was not always enough;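 note: 0% = cells with DMSO and 100% = wells without cells with DMSO; values of inactives mirror those of a sister screen read the other way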
# E coli growth: counter-screen for AddAB inhibitors: E. coli growth inhibition; E. coli V3065 growth, OD600 absorbance, 18 h; 330,000 compounds, 0.27% hits; inhibition, % at 11.9 µM; AID 449728;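 active = inhibition above the campaign's mean inhibition across all tested compounds plus 3 SD, cut at about 9.9% in these data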;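 note: uninfected addAB+ strain grown without phage in ampicillin broth; 0% = DMSO wells and 100% = ciprofloxacin 0.95 µg/ml wells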
# Tat transport: inhibitors of E. coli Tat protein transport; E. coli MC4100 TorA-mCherry Tat export, fluorescence; inhibition, % at 10 µM; 340,000 compounds, 0.036% hits; AID 488895;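 active = mean replicate inhibition at least 50% and at least half of replicates individually reaching 50%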;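 note: exported cargo escapes ClpAP degradation while cytoplasmic cargo is degraded and loses fluorescence; 0% = median of neutral control wells and 100% = median of NaSCN control wells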
# PfHsp90 set2: growth inhibition of yeast expressing Plasmodium Hsp90; 310,000 compounds, 0.32% hits; AID 504621; inhibition, % at 9.4 µM; S. cerevisiae expressing PfHsp90, BacTiter-Glo ATP, 48 h; yeast lacking PDR1 and PDR3 efflux regulators;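 active = every replicate shows inhibition above about 80%, whatever the replicate mean, limit read from the data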;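 note: 0% = DMSO neutral controls and 100% = 20 µM radicicol positive controls; yeast relying on Plasmodium falciparum Hsp90 in place of its own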
# PKA-R1A activ: PKA-R1A complex activation; P00514+P68181; AID 504707; activation, % at 11.4 µM; 340,000 compounds, 0.083% hits; PKA-R1A dissociation, Cy5-IP20 fluorescence polarization; scaled: DMSO 0%, 113 µM cGMP 100%;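 active = percent activation above the mean of all tested compounds plus 3 SD, cut at about 19% in these data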;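 note: higher means more PKAc released from R1A so a rise in polarization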
# Pemphigus Ab inh: inhibitors of pemphigus antibody binding to human desmoglein-3. DSG3-coupled beads, scFv-anti-DSG3-GFP binding, flow cytometry; hits give low values. binding (percent of control), % at 10 µM. 310,000 compounds, 0.48% hits. AID 588358;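 active = binding more than 3 SD below its plate's average and above zero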;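 note: hits lower antibody fragment binding to DSG3; some compounds called inactive have numbers as strong as hits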
# Target sequence (P32926 whole entry, looked up, the tested form may be a part): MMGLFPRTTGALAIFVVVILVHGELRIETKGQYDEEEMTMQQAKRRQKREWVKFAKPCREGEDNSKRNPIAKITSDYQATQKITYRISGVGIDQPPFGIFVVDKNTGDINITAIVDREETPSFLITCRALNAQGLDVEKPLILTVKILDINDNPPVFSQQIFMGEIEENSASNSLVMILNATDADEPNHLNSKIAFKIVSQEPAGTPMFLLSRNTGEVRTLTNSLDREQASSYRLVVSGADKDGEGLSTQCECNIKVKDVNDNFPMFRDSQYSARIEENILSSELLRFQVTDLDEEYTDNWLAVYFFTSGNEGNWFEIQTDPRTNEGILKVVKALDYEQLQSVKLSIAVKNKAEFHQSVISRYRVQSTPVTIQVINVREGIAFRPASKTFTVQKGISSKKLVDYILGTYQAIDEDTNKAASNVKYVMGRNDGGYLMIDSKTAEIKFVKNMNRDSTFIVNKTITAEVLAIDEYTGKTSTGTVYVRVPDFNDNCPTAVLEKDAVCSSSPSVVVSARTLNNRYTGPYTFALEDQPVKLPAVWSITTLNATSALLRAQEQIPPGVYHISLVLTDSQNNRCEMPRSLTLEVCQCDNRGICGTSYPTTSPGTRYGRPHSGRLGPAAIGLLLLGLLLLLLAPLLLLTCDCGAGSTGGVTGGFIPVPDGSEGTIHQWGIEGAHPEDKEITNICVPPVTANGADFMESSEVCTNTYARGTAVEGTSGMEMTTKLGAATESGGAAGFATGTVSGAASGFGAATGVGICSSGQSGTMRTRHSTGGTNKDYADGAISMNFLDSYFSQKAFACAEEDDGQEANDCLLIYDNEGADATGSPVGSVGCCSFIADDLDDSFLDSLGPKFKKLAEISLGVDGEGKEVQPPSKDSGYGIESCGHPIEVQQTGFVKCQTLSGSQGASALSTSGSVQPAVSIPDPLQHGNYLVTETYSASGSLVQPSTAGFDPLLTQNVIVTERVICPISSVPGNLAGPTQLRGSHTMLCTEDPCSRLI
# The depositor's hits bear a star; · = no result given.
SMILES,OPRM1-OPRD1 ag,AddAB inh,phage Ecoli inh,Mot1-301 SUMO,Arrestin-AP2 inh,OPRM1-OPRD1 inv,E coli growth,Tat transport,PfHsp90 set2,PKA-R1A activ,Pemphigus Ab inh
O=C1c2ccccc2C(=O)N1CCc1csc(-c2cccc(Cl)c2)n1,1.0,0.7,0.5,-12,26,-5,-1.7,-2,18,-9,95
COc1ccc(CC2NCCC3=CC(=O)CCC32)cc1O (centres undefined),-0.5,0.4,1.0,-5,-1,2,-1.7,2,-8,-1,109
NC(=O)[C@@H]1CCCNc2c(F)cc([N+](=O)[O-])cc2C(=O)N[C@@H](CCC(=O)O)C(=O)N[C@@H](CO)C(=O)N1,-0.5,4.9,2.4,3,48,2,2.2,-18,11,2,96
COc1ccc(NC(=O)C(=O)c2cn(CC(=O)N3CCOCC3)c3ccccc23)cc1OC,-2.4,2.7,-1.4,13,-1,12,-0.7,-6,9,-9,105
Cc1nc2ccccn2c1C(=O)NNC(=S)Nc1ccccc1,-3.0,7.4,3.1,-11,13,14,1.0,0,9,-20,·
O=C(CSc1nnc(CCCOc2ccc(Cl)cc2Cl)o1)Nc1ccc(C(=O)O)cc1,-3.8,3.5,-0.6,8,27,19,-1.7,4,1,-3,84
Cc1cc(C(=O)CN2C(=O)NC(C)(c3ccccc3)C2=O)c(C)n1CC1CCCO1 (centres undefined),-1.1,5.4,·,-22,5,8,0.0,-8,-20,-8,84
CCn1c(SCC(=O)c2cc(C)ccc2C)nc2cc(S(=O)(=O)N3CCOCC3)ccc21,-1.3,2.6,2.4,20,-13,6,0.3,4,-20,-22,102
COc1ccc(NC(=O)C2CCCN2S(=O)(=O)c2ccc(Cl)cc2)cc1 (centres undefined),0.9,3.1,0.1,0,-3,-8,1.1,-4,-20,-2,95
CCCc1cc(=O)oc2cc(C)cc(OCC(=O)N3CCC(C(=O)O)CC3)c12,-3.0,3.0,1.7,-1,14,15,-1.3,-3,4,-6,98
COCC(C)NC(=O)CSc1nc(-c2ccccc2)c(-c2ccccc2)o1 (centres undefined),-1.4,1.5,0.5,5,-13,8,1.2,0,9,0,103
CCOC(=O)/C=C1\SCC(=O)N1CC(=O)NC(C)C,-3.3,0.5,-2.7,167,0,18,1.5,1,7,2,69
CCCCC(CC)CNC(=O)CCCCn1c(=O)[nH]c2ccsc2c1=O (centres undefined),-3.2,-2.1,1.6,9,8,16,0.7,-1,7,-4,99
Cc1cccc(NC(=S)N2CCN(Cc3ccccc3)CC2)c1C,0.4,1.1,2.8,11,-5,-2,-0.2,-3,7,-5,102
Cc1ccc(NC(=O)CNc2ccc(N3CCOCC3)cc2)cc1S(=O)(=O)N(C)C,-1.0,3.1,4.3,-10,13,5,-0.5,-18,-9,-4,100
FC(F)(F)c1cnc(-c2cnc(-c3ccncc3)nc2)c(Cl)c1,-1.0,2.2,4.7,-3,-9,6,1.8,-5,7,5,102
Nc1nncn1C(=O)CCCOc1ccccc1,-0.5,0.7,2.7,·,16,3,1.1,-6,-2,-4,91
COc1ccc(/C=N/NC(=O)c2cc3c(ccc4ccccc43)o2)c(OC)c1,1.0,·,4.1,·,-9,-5,·,30,-6,-8,91
NC(=O)Cc1ccc(C(=O)c2ccccc2F)s1,-4.6,5.4,3.0,-2,8,22,2.0,0,-24,0,106
O=C(O)c1c2c(nc3ccccc13)/C(=C/c1ccc(O)cc1)CC2,-1.1,-0.4,6.4,-12,1,6,-0.8,2,33,-2,103
O=C(COc1ccccc1[N+](=O)[O-])NC1CC1,-0.4,1.7,1.4,2,30,2,2.3,-11,15,5,95
COC(=O)/C(=C/c1ccco1)NC(=O)c1ccc(Br)o1,0.1,0.4,3.6,18,3,-1,-2.7,0,7,-17,106
Cc1occc1-c1nnc(SCCNCCO)o1,-0.3,0.4,-3.2,-9,-14,2,0.3,-10,·,-9,109
Cc1ccc(CNC(=O)/C=C/c2ccccc2Cl)cc1,0.4,3.3,0.1,5,-10,-2,0.4,-4,12,-5,100
Cc1nn(Cc2ccccc2)c(C)c1CNC(=O)CN=C1NS(=O)(=O)c2ccccc21,1.5,·,0.4,·,-8,-9,·,14,-1,1,100
# Carrying on.
SMILES,OPRM1-OPRD1 ag,AddAB inh,phage Ecoli inh,Mot1-301 SUMO,Arrestin-AP2 inh,OPRM1-OPRD1 inv,E coli growth,Tat transport,PfHsp90 set2,PKA-R1A activ,Pemphigus Ab inh
O=C(COC(=O)CC1CCCC1)Nc1cc2c(cc1Cl)C(=O)c1ccccc1C2=O,6.5,-0.6,1.7,2,10,-34,-0.4,0,2,-10,96
CC(=O)NCC(=O)OCC(=O)c1ccc(Br)cc1,-5.6,0.9,6.2,22,-2,29,0.0,-6,-1,4,99
CC1=NN(c2nc(-c3ccccc3)cs2)C(=O)C1,-4.1,-4.0,0.9,-20,3,25,-1.9,-2,-27,4,99
COC(=O)c1cn(NC(=O)Cc2ccccc2OC)c(=O)c2ccccc12,-1.7,0.9,1.8,-7,20,8,-1.4,-11,-8,5,95
CCCCc1nc2sc3c(c2c(=O)n1NC(=O)c1ccco1)CC(C)(C)OC3,-2.8,2.9,-0.1,49,38,14,0.3,-8,14,-5,94
O=[N+]([O-])c1ccc(N=Nc2c(O)[nH]c3ccc(F)cc23)cc1,-3.7,-2.8,0.0,14,-8,17,0.3,1,-22,-10,102
O=c1c(-c2ccc([N+](=O)[O-])cc2)coc2c(O)c(O)ccc12,-0.5,1.0,1.4,-9,6,2,-0.4,6,2,-10,100
Cc1ccc(CNS(=O)(=O)c2c(C)nc3scc(C)n3c2=O)cc1,-2.6,5.7,1.4,40,-9,14,-0.4,-9,-6,-8,85
Cc1ccc(C(=O)/C=C/NNC(=O)c2ccccc2O)cc1,-1.8,1.0,3.8,-12,-9,8,3.5,-4,-11,-5,97
Cc1cc(C)n(Cc2ccccc2Cl)n1,-0.4,0.5,0.4,383,1,2,-4.8,2,1,1,88
O=C(COC(=O)c1cc(=O)[nH]c(=O)[nH]1)Nc1ccccc1F,-0.7,-0.6,2.6,11,-14,4,-0.9,-2,-6,-4,121
CCOC(=O)c1nn(-c2cccc(OC)c2)c2nc(Nc3ccccc3)cc(=O)n12,3.0,5.1,1.5,3,3,-16,0.0,4,-61,-10,116
N[C@@H](CCC(=O)N[C@@H](CSN=O)C(=O)NCC(=O)O)C(=O)O,-1.4,-1.6,6.9,-13,-2,8,-2.9,-19,22,7,104
CC(=O)Nc1ccc(NC(=O)c2cc(C3CC3)nc3c2cnn3C(C)C)cc1,3.2,·,3.4,·,11,-20,·,-2,14,4,105
CC(C)n1c(SCC(=O)Nc2ccccc2N2CCCCC2)nc2c1c(=O)n(C)c(=O)n2C,-2.9,0.3,0.6,-13,-7,16,1.6,5,1,6,99
O=C(CN1CCOc2ccccc21)NCc1ccco1,-1.8,5.3,0.1,-7,3,9,0.2,-2,·,3,107
O=C(c1ccc(OCC2CCCO2)cc1)N1CCc2ccccc2C1 (centres undefined),-2.9,-1.1,1.0,·,-23,14,-0.2,-6,-7,-10,114
CCC(=O)Nc1cc(C(=O)OCC(=O)c2ccccc2)ccc1C,-1.4,1.5,6.3,2,11,9,-1.6,-3,-14,-2,98
O=C(c1ccc2noc(-c3ccccc3)c2c1)N1CCN(c2ccccc2)CC1,4.2,·,3.8,·,3,-28,·,3,6,-6,99
Cc1ccc(/C=C2/N=C(c3ccccc3)NNC2=O)cc1,·,-1.8,2.4,-16,16,·,-2.8,·,·,·,106
CCOc1ccc2nc(SC3CC(=O)N(c4ccccc4)C3=O)sc2c1 (centres undefined),1.5,-0.4,·,32,-6,-9,0.1,0,-2,7,·
O=C1C=CCCC1,-2.7,0.5,1.1,-2,-5,15,-1.2,3,1,-12,98
COc1cc2cc(CN(C(=O)Nc3ccccc3)C3CCCC3)c(=O)[nH]c2cc1OC,2.8,-1.4,2.9,-3,5,-16,-0.5,18,5,3,106
CCCC(CCC)=NNc1ccc(S(=O)(=O)Nc2ccccc2OC)cc1[N+](=O)[O-],-1.4,3.0,1.0,19,-30,7,-1.1,-7,-18,-8,98
CCOc1ccc(NC(=O)N2CC=C(n3c(=O)[nH]c4ccccc43)CC2)cc1,-1.6,2.5,4.4,-7,-2,9,0.2,-9,6,4,121
# Other results follow.
SMILES,OPRM1-OPRD1 ag,AddAB inh,phage Ecoli inh,Mot1-301 SUMO,Arrestin-AP2 inh,OPRM1-OPRD1 inv,E coli growth,Tat transport,PfHsp90 set2,PKA-R1A activ,Pemphigus Ab inh
COc1cccc(C(C(=O)NC2CCCC2)N(C(=O)c2ccco2)c2ccccc2)c1OC (centres undefined),-1.4,2.9,3.0,-17,5,9,-1.6,-5,0,-7,·
CCOc1nc(C)ccc1-c1noc(-c2ccncc2)n1,-1.2,2.0,1.2,-22,-12,7,0.6,-13,·,-3,106
COc1ccc(CCNC(=O)c2ccc(Br)cc2)cc1,-2.4,·,1.4,41,-5,11,·,0,-8,-8,102
O=C(NNc1ccccn1)C(=O)NNS(=O)(=O)c1ccc(Cl)cc1,0.5,-2.8,2.2,10,8,-3,-3.0,-2,26,-4,95
O=C(/C=C/c1cccs1)N1CCC2(CC1)Oc1ccc(F)cc1C(=O)C21CC(c2ccccc2)=NO1 (centres undefined),-1.6,0.2,4.2,-9,1,9,-2.2,-3,-7,-10,100
COc1ccc(CC(=O)N[C@@H]2c3ccccc3CC[C@H]2OCc2ccccc2)cc1,-2.1,1.2,3.0,·,9,11,1.6,5,1,-8,112

# Retrieved one by one from the list above:
SMILES,OPRM1-OPRD1 ag,AddAB inh,phage Ecoli inh,Mot1-301 SUMO,Arrestin-AP2 inh,OPRM1-OPRD1 inv,E coli growth,Tat transport,PfHsp90 set2,PKA-R1A activ,Pemphigus Ab inh
O=C(NNc1ccccn1)C(=O)NNS(=O)(=O)c1ccc(Cl)cc1,0.5,-2.8,2.2,10,8,-3,-3.0,-2,26,-4,95
COc1ccc(CC(=O)N[C@@H]2c3ccccc3CC[C@H]2OCc2ccccc2)cc1,-2.1,1.2,3.0,·,9,11,1.6,5,1,-8,112
CCOc1nc(C)ccc1-c1noc(-c2ccncc2)n1,-1.2,2.0,1.2,-22,-12,7,0.6,-13,·,-3,106
O=C(/C=C/c1cccs1)N1CCC2(CC1)Oc1ccc(F)cc1C(=O)C21CC(c2ccccc2)=NO1 (centres undefined),-1.6,0.2,4.2,-9,1,9,-2.2,-3,-7,-10,100
COc1ccc(CCNC(=O)c2ccc(Br)cc2)cc1,-2.4,·,1.4,41,-5,11,·,0,-8,-8,102
